# Neddylation inh: inhibitors of human cullin neddylation. P61081+Q13564. TR-FRET cullin neddylation, biochemical. calls only at 25 µM. 360,000 compounds, 0.58% hits. AID 651699; in the data active means inhibition above about 36%
# CSN deneddyl inh: inhibitors of human CSN-mediated cullin deneddylation | Purified CSN, SCF-Nedd8-OG deneddylation, fluorescence polarization | 360,000 compounds, 0.38% hits | Q92905 | inhibition, % at 12.5 µM;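 active means pattern-corrected inhibition above about 35%, with an unprinted fluorescence ratio check between 0.5 and 1.5, limit read from the data, passing the limit was not always enough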;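 further: 0% = enzyme with substrate and 100% = substrate without enzyme; some results filed as inactive read as strong as hits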
#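 Test system: Human Csn5 produced in HEK293T cells | Compound: 12.5 µM single point | Times: 90 min, room temperature | Signal: Fluorescence polarization readout | Read-out basis: % inhibition of substrate cleavage by Csn5 | Controls: no-enzyme wells high, enzyme-with-substrate wells low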
# Rin1-Abl PPI inh: human Rin1-Abl interaction inhibition | 360,000 compounds, 0.4% hits | inhibition, % at 7.35 µM | P00519+Q13671 | AID 588664 | TR-FRET Rin1/Abl binding, biochemical; in the data active means inhibition above about 5%, passing the limit was not always enough
# Rpn11 block: blocks the human proteasome subunit Rpn11 | O00487 | human 26S proteasome, Ub4-pepOG fluorescence polarization; 20S core pre-blocked with epoxomicin | calls only at 20 µM | 360,000 compounds, 0.59% hits;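 active means inhibition at 20 µM, scaled to each plate's controls, above about 33%, limit read from the data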
# Target sequence (O00487 whole entry, looked up): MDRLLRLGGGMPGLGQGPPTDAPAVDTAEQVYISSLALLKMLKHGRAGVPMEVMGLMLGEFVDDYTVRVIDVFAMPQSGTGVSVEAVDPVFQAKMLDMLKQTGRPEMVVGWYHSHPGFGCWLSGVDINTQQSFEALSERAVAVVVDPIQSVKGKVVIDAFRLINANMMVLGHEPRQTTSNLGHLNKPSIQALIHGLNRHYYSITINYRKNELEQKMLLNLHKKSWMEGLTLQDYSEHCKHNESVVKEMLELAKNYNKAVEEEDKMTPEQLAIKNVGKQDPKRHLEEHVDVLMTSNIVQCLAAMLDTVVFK
# FAS TE block: FAS thioesterase (human) inhibition | inhibition, % at 15 µM | AID 602261 | recombinant FAS-TE, OMFH fluorogenic substrate, fluorescence endpoint | P49327 | 360,000 compounds, 0.67% hits;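 active means compounds whose normalised, plate-corrected inhibition of enzyme fluorescence in the single-dose primary screen is 50% or more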;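 further: 0% = DMSO with enzyme and 100% = substrate without enzyme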
# NadD inh: inhibitors of Staphylococcus aureus NadD. purified NadD enzyme, colorimetric absorbance read-out. inhibition, % at 20 µM. 360,000 compounds, 0.78% hits. AID 602399; in the data active means inhibition above about 26%; further: some compounds past the cut are filed as inactive
# MT1-MMP act inh: inhibitors of human MT1-MMP activation | P50281 | HT1080 RFP-PRO-GFP cells, GFP/RFP ratio fluorescence, overnight; percent of plate control window, DMSO zero | GFP/RFP ratio change, % at 20 µM | 360,000 compounds, 0.061% hits;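 active means GFP/RFP ratio change of at least 30% with cell ATP level not reduced by more than half and red fluorescence within 50% of control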; further: strong numbers were not always called active
#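 system = RFP-PRO-GFP reporter HT1080 cells | dosing = 20 µM single dose, 1% DMSO | timing = overnight cell settling, then overnight compound exposure, 37 °C, 5% CO2 | read-out basis = GFP/RFP fluorescence ratio | controls = DMSO and RFP-L50D-GFP cell wells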
# PABP1 MLLE inh: blocks PAM2 peptide binding to the PABP1 MLLE domain; P11940; GST-MLLE / FITC-PAM2 fluorescence polarization; inhibition, % at 20 µM; 360,000 compounds, 0.36% hits; AID 588489; in the data active means inhibition above about 35%, passing the limit was not always enough;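 further: plate controls were DMSO wells with GST-MLLE for no effect and wells lacking GST-MLLE protein for full effect; some results filed as inactive read as strong as hits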
# Target sequence (P11940 whole entry, looked up, the tested form may be a part): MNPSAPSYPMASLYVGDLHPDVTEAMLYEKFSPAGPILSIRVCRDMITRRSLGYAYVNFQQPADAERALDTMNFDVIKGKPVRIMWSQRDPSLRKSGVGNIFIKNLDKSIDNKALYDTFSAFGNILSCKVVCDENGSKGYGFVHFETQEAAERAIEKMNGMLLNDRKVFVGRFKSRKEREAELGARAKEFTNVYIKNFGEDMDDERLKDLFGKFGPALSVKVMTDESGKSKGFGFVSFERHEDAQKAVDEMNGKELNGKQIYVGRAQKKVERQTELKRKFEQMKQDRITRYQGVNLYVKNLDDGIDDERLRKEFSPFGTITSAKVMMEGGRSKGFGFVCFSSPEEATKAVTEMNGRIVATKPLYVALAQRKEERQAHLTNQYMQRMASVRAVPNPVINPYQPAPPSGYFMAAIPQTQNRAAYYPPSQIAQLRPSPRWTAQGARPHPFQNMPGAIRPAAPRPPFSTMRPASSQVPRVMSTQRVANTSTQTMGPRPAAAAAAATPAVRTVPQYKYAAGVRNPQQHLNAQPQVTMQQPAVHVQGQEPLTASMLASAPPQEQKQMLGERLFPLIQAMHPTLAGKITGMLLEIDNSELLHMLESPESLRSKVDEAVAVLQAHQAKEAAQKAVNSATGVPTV
# SKN-1 block: inhibitors of C. elegans SKN-1; 360,000 compounds, 0.49% hits; AID 624304; inhibition, % at 21.8 µM; C. elegans VP596 Pgst-4::GFP/RFP ratio, acrylamide-induced, 24 h;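 active means interference check ratio from 0.5 to 1.5 plus GFP to RFP signal ratio inhibition reaching or exceeding a fixed threshold, cut at about 30% in these data, passing the limit was not always enough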; further: some compounds called inactive have numbers as strong as hits
# * hit, by the source's call; i = inactive; / = no result given.
SMILES,Neddylation inh,CSN deneddyl inh,Rin1-Abl PPI inh,Rpn11 block,FAS TE block,NadD inh,MT1-MMP act inh,PABP1 MLLE inh,SKN-1 block
COc1cccc(C2c3[nH]c4ccccc4c3C[C@H]3C(=O)N(c4ccccc4C(=O)NCCCN4CCOCC4)C(=O)N23)c1 (stereo not given in full),i,-2,0,i,0,-1,-3,3,9
O=C(CNC(=O)c1ccc(Cl)c([N+](=O)[O-])c1)OC1CCCCC1=O (stereo not given),i,4,2,i,8,0,2,-10,-25
C=CCOC(=O)CCC(=O)Nc1cccc2ccccc12,i,-1,-3,i,-2,1,0,-2,12
CN(N)C(=S)Nc1ccc(F)cc1,i,0,-1,i,-2,1,1,-99,-7
CCc1n[nH]c2c1C(=O)CC(C)(C)C2,i,-2,-2,i,-5,-9,1,-2,32
O=C(N/N=C/c1cc2c(cc1Br)OCO2)C1COc2ccccc2O1 (stereo not given),i,-9,-6,i,22,4,2,5,9
Cn1cc(S(=O)(=O)N2CCOCC2)cc1C(=O)O,i,4,0,i,-7,1,-2,-9,-2
CCOC(=O)Cc1cc(=O)[nH]c(/N=C(/NC(=O)c2ccccc2)Nc2ccccc2C(F)(F)F)n1,i,1,2,i,-7,-2,11,0,7
CCCC(C)NC(=O)COC(=O)c1ccccc1SCC(=O)NC(C)CCC (stereo not given),i,4,-2,i,-5,0,-2,-11,-2
COC(=O)c1ccccc1NC(=S)NC(=O)CC(C)C,i,-1,-4,i,0,-1,-4,34,14
CSc1nccc(-c2nn(-c3ccc(C)cc3)ccc2=O)n1,i,6,-1,i,-6,2,0,-3,-12
Cc1ccc(-n2c(-c3cc(C)n(C)n3)n[nH]c2=S)cc1,i,-1,0,i,-8,-2,2,5,-8
C=C(c1ccccc1Cl)[n+]1ccccc1,i,4,-1,i,-7,-3,5,5,13
CCC(=O)N1CCC1(C)C(=O)Nc1ccc2c(c1)OCO2 (stereo not given),i,3,-3,i,-8,-3,0,-8,14
CCOC(=O)CNC(=O)CSc1nc(C(C)C)nc2c1cnn2-c1ccccc1,i,6,-1,i,1,-1,-2,7,-5
CC(C)CNS(=O)(=O)c1ccc(S(=O)(=O)N2CCN(C3CCCC3)CC2)cc1,i,-3,4,i,-2,-18,-1,13,-11
CC/C(C)=C1\SC(N2CCOCC2)=NC1=O,i,12,2,i,-6,2,5,-1,-17
COCCNC(=O)CSc1nc(-c2ccccc2)cs1,i,-2,7,i,-3,-6,3,0,5
COc1ccc(CC(=O)N2CCC3(CC2)NCCc2[nH]cnc23)cc1,i,6,2,i,-3,-10,2,7,0
CC(C)Cn1c(N)c(C(=O)COC(=O)c2ccc(Br)cc2)c(=O)n(C)c1=O,i,1,-4,i,27,-8,-2,2,-4
O=C(N/N=C\c1cc(Br)c(Br)o1)c1cncc(Br)c1,i,-2,-1,i,6,-4,5,11,-1
CCOC(=O)/C=C1\SCC(=O)N1CCOc1cccc(Br)c1,i,1,-2,i,16,-3,-4,-7,-6
C=CCN(CC=C)CC(=O)Nc1ccc(S(N)(=O)=O)cc1,i,-3,-4,i,-4,-4,1,6,-15
COc1ccc(CNCc2cccn2C)cc1,i,-4,-3,i,-5,-6,-2,7,-8
CN(Cc1ccccc1)C(=O)c1cnc2n(c1=O)CCS2,i,8,1,i,-5,-11,-5,11,15
O=C(CNCc1ccc(F)cc1)Nc1ccccc1[N+](=O)[O-],i,0,-1,i,10,-3,4,3,-8
O=C(NC1(C(F)(F)F)NC(=O)N(Cc2ccco2)C1=O)c1cccs1 (stereo not given),i,4,-1,i,-6,11,1,8,5
CC12CN3CC(C)(CN(C1)C3c1ccc3c(c1)OCO3)C2=O (stereo not given),i,-1,-1,i,-6,-2,-2,2,11
O=C(O)C1CCC2CCCC21 (stereo not given),i,-6,4,i,-4,3,7,-17,-5
Cc1cc(S(=O)(=O)NC2CCCCC2)ccc1OCC(=O)NCc1cccnc1,i,3,-2,i,-4,-3,2,16,-1

# The closing 2 entries of the section above come first, to join the parts.
SMILES,Neddylation inh,CSN deneddyl inh,Rin1-Abl PPI inh,Rpn11 block,FAS TE block,NadD inh,MT1-MMP act inh,PABP1 MLLE inh,SKN-1 block
O=C(O)C1CCC2CCCC21 (stereo not given),i,-6,4,i,-4,3,7,-17,-5
Cc1cc(S(=O)(=O)NC2CCCCC2)ccc1OCC(=O)NCc1cccnc1,i,3,-2,i,-4,-3,2,16,-1
COc1cccc(Nc2nc(N)c([N+](=O)[O-])c(NCc3ccco3)n2)c1,i,-3,-1,i,35,1,-4,-2,14
COc1ccccc1C1CCN(Cc2ccc(Cl)cc2Cl)CC1,i,-3,-1,i,11,-2,2,-18,-2
Cc1cccc(C)c1NC(=O)/C(C#N)=C/c1ccsc1,i,2,-2,i,-1,-4,0,1,-12
O=C(Nc1ccccc1-c1nc2ccccc2s1)c1cccnc1Cl,i,4,-1,i,24,-5,-9,13,5
Oc1ccc(Cl)cc1C=Nc1ccccc1Br,i,-13,-1,i,-19,1,-3,-3,-11
O=C(COc1ccccc1C(=O)N/N=C\c1ccc(O)c(O)c1)N/N=C/c1ccc(O)c(O)c1,i,34,28*,/,-18,14,-3,5,7
Cc1cc(C(F)F)n2nc(C(=O)Nc3ccc(F)cc3F)nc2n1,i,1,-3,i,-2,-1,7,-12,-4
Cc1ccc(-c2nc3ccccc3o2)cc1NC(=O)Cc1cccs1,i,-1,-5,i,-7,1,0,2,2
Clc1cnc(N/N=C/c2cccs2)c(Cl)c1,i,1,-19,i,-4,-3,-1,-32,-10
O=C(COC(=O)c1n[nH]c(=O)c2ccccc12)NCc1ccccc1,i,3,0,i,-2,-1,-1,10,4
O=C(N/N=C/c1ccc(OCc2ccccc2)cc1)c1cccs1,/,-1,-1,i,17,6,0,-3,8
O=C(Nc1ccccc1)n1cc(-c2ccccn2)c(N2CCOCC2)n1,i,8,4,i,-6,1,-2,19,7
Cc1ccc(C2C(C#N)=C(N)OC3=C2C(=O)CCC3)s1 (stereo not given),i,4,-1,i,-8,4,-2,10,8
COc1ccc(S(=O)(=O)N2CCN(Cc3cccc([N+](=O)[O-])c3)CC2)cc1,i,0,1,i,19,-9,-2,-6,-7
COc1ccc(CSc2nnc3[nH]c(=O)cc(N)n23)cc1,i,3,-1,i,-5,3,1,20,-17
CCc1ccc(C(C)NC(=O)C2(C)CC2(Br)Br)cc1 (stereo not given),i,6,-3,i,3,-1,1,-4,11
Cc1cccc(CCN(Cc2cc3cccc(C)c3[nH]c2=O)C(=O)N2CCOCC2)c1,i,-4,4,i,4,3,0,-2,0
Cc1ccc(-c2nn(-c3ccccc3)cc2NC(=O)c2ccccc2)cc1,i,0,-3,i,26,-3,-20,20,-1
CCOC(=O)C1Nc2ccc(C(F)(F)F)cc2C2C=CCC12 (stereo not given),i,-4,2,i,7,11,2,6,1
CC1CN(C(=O)c2cccn(Cc3c(Cl)cccc3Cl)c2=O)CC(C)O1 (stereo not given),i,3,1,i,-6,-5,-6,-9,14
COc1ccc(N(CCC(=O)Nc2ccccc2F)S(=O)(=O)c2ccc(C)cc2C)cc1,i,0,1,i,21,-8,-5,9,26
CCc1ccc(-n2c(Cc3ccccc3)n[nH]c2=S)cc1,i,-6,-7,i,-2,2,-1,-6,-2
CCC(=O)N1CC2(C)CN(C(=O)CC)CC(C)(C1)C2,i,0,-3,i,-6,1,3,14,-13
CC(C)CN(C(=O)COC(=O)CNC(=O)c1ccccc1F)C1CCS(=O)(=O)C1 (stereo not given),i,8,0,i,-6,-6,-3,2,1
Cn1c(C(=O)OCC(=O)NCC2CCCO2)cc2sccc21 (stereo not given),i,-3,2,i,-7,1,0,-2,8
O=C(N=Nc1c(O)n(Cc2ccccc2)c2ccccc12)c1cc2ccccc2cc1O,i,3,2,i,-1,40*,2,-12,0
COc1ccc(NS(=O)(=O)c2ccc3oc4ccccc4c3c2)cn1,i,-1,4,i,32,1,13,3,-2
CCn1cc(C(=O)NCCC(C)C)c(=O)c2cc(F)c(N3CCN(C(=O)c4ccco4)CC3)cc21,/,-2,-1,i,-136,0,2,24,-5
CCc1cccc(NC(=O)CC2Oc3ccccc3NC2=O)c1 (stereo not given),i,-2,4,i,-1,-6,1,-2,4
Cc1cc(C)nc(Nc2ccc(F)cc2)n1,i,4,2,i,-1,-8,2,-10,8

# Another view of part of the listing above.
# Results follow in this order: Neddylation inh | CSN deneddyl inh | Rin1-Abl PPI inh | Rpn11 block | FAS TE block | NadD inh | MT1-MMP act inh | PABP1 MLLE inh | SKN-1 block
CCc1ccc(C(C)NC(=O)C2(C)CC2(Br)Br)cc1 (stereo not given)
    i | 6 | -3 | i | 3 | -1 | 1 | -4 | 11
Cc1cccc(C)c1NC(=O)/C(C#N)=C/c1ccsc1
    i | 2 | -2 | i | -1 | -4 | 0 | 1 | -12
Cc1ccc(-c2nc3ccccc3o2)cc1NC(=O)Cc1cccs1
    i | -1 | -5 | i | -7 | 1 | 0 | 2 | 2

# Following part.
SMILES,Neddylation inh,CSN deneddyl inh,Rin1-Abl PPI inh,Rpn11 block,FAS TE block,NadD inh,MT1-MMP act inh,PABP1 MLLE inh,SKN-1 block
Cc1ccsc1/C=N/NC(=O)Cn1cnc2ccccc21,i,-5,2,i,-12,-5,0,6,10
CCc1ccc2cccc3c2c1N=CN3C,i,-2,-3,i,-2,2,2,13,22
COc1cccc2c1cc1c(=O)n(CC(=O)NCCCN3CCCCC3)nc(C)n12,/,-4,0,i,-5,0,1,4,9
CCNc1nc2cccnc2s1,i,-4,-3,i,-5,-6,-1,7,-8
CCOc1ccc(C(C)=O)cc1COC(=O)c1ccccc1C(=O)N(C)Cc1ccccc1,i,1,-1,i,14,-7,-6,-13,5
CCc1ccccc1N1C(=O)c2cccc3c(N4CCOCC4)c([N+](=O)[O-])cc(c23)C1=O,i,-9,-1,i,50,-3,0,4,16
CCN(CC)S(=O)(=O)c1ccc(OC)c(NC(=O)c2cc([N+](=O)[O-])ccc2N2CCOCC2)c1,i,4,-1,i,29,-7,-5,-3,-3
CC(C)(C)NC(=O)c1cccc(NC(=O)Cc2cccs2)c1,i,-4,1,i,-4,-7,-3,8,9
O=c1c2ccccc2ncn1-c1ccc([N+](=O)[O-])cc1Cl,i,-2,1,i,-4,-5,-5,-7,-8
COc1ccc(S(=O)(=O)N2CCCCC2)cc1NC(=O)COC(=O)c1ccco1,i,-5,1,i,1,-1,1,2,2
CCOC(=O)c1cnc(SC)nc1Oc1cccc(NS(=O)(=O)c2ccc(Cl)cc2)c1,i,-6,0,i,26,1,-8,10,11
Cc1ccc(CS(=O)(=O)c2ncn[nH]2)cc1,i,2,2,i,-5,-2,1,5,9
O=C(NCCN1CCOCC1)c1cccc(S(=O)(=O)N2CCCCC2)c1,i,1,4,i,-3,2,0,-7,2
Cc1cc(=O)n2nc(N3CCC(C(=O)NC4CCCc5ccccc54)CC3)sc2n1 (stereo not given),i,-1,0,i,-4,15,-5,-13,-1
C[C@]1(O)CC(=O)C=C[C@H]1Nc1ccccc1,i,1,-3,i,-8,-1,1,-14,-2
O=C(c1cccc(F)c1)N1CCc2ccccc2C1,i,2,6,i,-2,-3,0,7,-14
CC(CC(=O)NC1CCSC1=O)c1ccccc1 (stereo not given),i,3,1,i,-8,1,-5,-20,0

# Bioassay records as filed in PubChem.
